TbPYK inhibitor – inhibitors of Trypanosoma brucei pyruvate kinase. TbPYK enzyme, Kinase-Glo Plus ATP luminescence, 45 min. Potency, µM (series often up to 76.8 µM), inactives show at the top dose activity, negative = inhibition, most hits filed as inhibitors. 410,000 tested, 0.12% active. AID 624173; further: nearly all actives have a fitted effect of over 50% in size
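Readout: single end-point luminescence (Kinase-Glo Plus, 10 min). Reaction conditions were TbPYK/substrate plus 130 uM ADP, 45 min at RT, pH 7.2 TEA buffer. No-enzyme wells served as controls, and data were normalized before concentration-response fitting.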
Sm TGR inh – inhibitors of Schistosoma mansoni thioredoxin glutathione reductase | purified TGR, DTNB reduction, TNB absorbance 405 nm | Potency, µM (highest dose often 114 µM), inactives show top-dose activity change, negative = inhibition, actives largely listed as inhibitors | 360,000 tested, 3% active | AID 485364; further: nearly all actives have a fitted effect of over 60% in size
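TGR 20 nM + NADPH 100 uM (dispensed conc.), cpd preinc 15 min RT; start with NADPH (500 uM addition) then DTNB (15 mM addition). Kinetic TNB absorbance, 405 nm filter. Four-parameter Hill fit across titration.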
* hit, by the source's call; ? = inconclusive; [ ] = dose if it differs, or a comment. The call rests on the fitted dose curve; in most records, active means well fitted curve in the direction sought with a large enough effect; inconclusive means small, poorly fitted or top-dose-only effect, or another doubt; inactive means no such curve, though single readings can be large; an effect the other way counts as inactive or inconclusive. On the % scale 0 is the no-effect control and ±100 the full control effect; potency means the concentration at half of the fitted maximal effect. The list is partial (hit frequency here may not be typical).

Each structure is followed by: TbPYK inhibitor | Sm TGR inh
> COc1ccccc1N1CCN(C(=O)c2c(C)oc3ncn(C)c(=O)c23)CC1
    0% | 0%
> CCCCC(CC)CNC(=O)c1ccc2c(=O)n(Cc3ccc(OC)cc3)c(=O)[nH]c2c1 (stereo unspecified)
    2% | 4%
> COc1ccc(S(=O)(=O)N2CCC(n3c(C)nc4cccnc43)CC2)cc1Cl
    2% | 4%
> CCN(C(=O)c1nn(-c2ccc(OC)c(Cl)c2)c(=O)c2c1c1ccccc1n2C)c1cc(OC)ccc1OC
    -5% | 3%
> COc1cccc(CN2CCCN(CC(=O)Nc3ccc4c(c3)OCCO4)S2(=O)=O)c1
    -1% | 5%
> Cc1ccc(CCNC(=O)c2cnc3c(C)cccn3c2=O)cc1
    -2% | 0%
> Cc1ccc(Cl)cc1N1CCN(C(=O)Cn2cnc3onc(-c4ccc(F)cc4)c3c2=O)CC1
    -1% | 6%
> CCc1ccc(CNC(=O)c2cc3cc4ccc(OC)cc4nc3o2)cc1
    -6% | 15%
> O=C(c1ccc2c(c1)N(Cc1ccccc1)C(=O)c1ccccc1S2(=O)=O)N1CCc2ccccc21
    -3% | 10%
> COc1ccc(CCNC(=O)c2nn(-c3ccc(C)cc3)c(=O)c3c2c2ccccc2n3C)cc1OC
    -2% | 6%
> CC(C)c1ccc2c(c1)-c1ccccc1S(=O)(=O)N2CC(=O)N1CCCCC1
    -1% | ?
> CCc1ccc(C2=C(C)C(N3CCC(C(=O)Nc4cccc(OC)c4)CC3)=NS2(=O)=O)cc1
    3% | -9%
> COc1ccc(-c2nn(-c3cccc(F)c3)c3c2cnc2cc(OC)c(OC)cc23)cc1
    3% | 0%
> CCc1cccc(CC)c1NC(=O)Cn1nnc2sc3c(c2c1=O)CCCC3
    -10% | 3%
> COc1ccc(NC(=O)CSc2nc(-c3ccco3)cc(C(F)(F)F)n2)cc1Cl
    -1% | 0%
> CC(NC(=O)c1ccc(Nc2nc3ccccc3n3nnnc23)cc1)c1ccccc1 (stereo unspecified)
    -3% | 0%
> COc1ccccc1NC(=O)CSc1ncc2c(n1)-c1cc(Cl)ccc1N(Cc1ccccc1)S2(=O)=O
    -1% | -21%
> Cc1c(Cl)cccc1NC(=O)C(CCS(C)(=O)=O)N1Cc2ccccc2C1=O (stereo unspecified)
    -2% | -8%
> CCOC(=O)c1ccc(NC(=O)Cc2ccc(-n3c(CC)nc4cccnc43)cc2)cc1
    -14%[15.4 µM] | -3%
> Cc1ccc2c(=O)cc(C(=O)Nc3cccc(C(F)(F)F)c3)oc2c1C
    2% | -1%
> Cc1ccc(CNC(=O)Cn2c(SCC(=O)Nc3ccc(F)cc3)nc3ccccc32)cc1
    3% | 5%
> COCCn1c(CNC(=O)c2cc(OC)c(OC)c(OC)c2)nc2cccnc21
    -5% | 1%
> COc1ccc(CNC(=O)Cn2nc(C)c3c(C)n(-c4ccccc4)nc3c2=O)cc1OC
    0% | 9%
> O=C(Nc1ccc(N2CCN(c3ccc(F)cc3)CC2)c(C(=O)O)c1)c1cccs1
    -12% | 5%
> CCOc1ccc(CNC(=O)C2CCCN(S(=O)(=O)c3ccc4c(c3)CCCC(=O)N4)C2)cc1 (stereo unspecified)
    -11% | 11%
> O=C(COc1ccccc1)Nc1sc2c(c1C(=O)Nc1ccccc1Cl)CCCCC2
    -6% | 1%
> CCN1CCN(Cc2c(O)ccc3oc(C)c(C(=O)Nc4cccc(C(F)(F)F)c4)c23)CC1
    4% | 4%
> COc1ccc(N(Cc2cc3cc(OC)ccc3[nH]c2=O)C(=O)c2cccc(Cl)c2)cc1
    0% | 0%
> COCCCNC(=O)c1cc(-c2cccnc2)nc2ccc(S(=O)(=O)N3CCC(C)CC3)cc12
    1% | 7%
> Cc1ccccc1CCNC(=O)c1ccc(Cn2c(=O)c3cccn3c3cccnc32)cc1
    -13% | 4%

Each structure is followed by: TbPYK inhibitor | Sm TGR inh
> Cc1c(Cl)cccc1NC(=O)CCS(=O)(=O)c1cccc2nsnc12
    -6% | -25%
> O=S(=O)(c1ccccc1)c1nnn2c1nc(NC1CCCCCC1)c1sccc12
    0% | -2%
> O=C1CN(C(=O)c2ccc(S(=O)(=O)N3CCCC3)cc2)C(c2ccccc2)c2cc(Br)ccc2N1 (stereo unspecified)
    2% | 5%
> Cc1cccc(C)c1Nc1c(-c2ccc(Cl)s2)nc2ncccn12
    2% | -12%
> COCc1cc(C)nc2c1C(=O)NC(c1ccc(C)cc1)N2Cc1ccccc1 (stereo unspecified)
    3% | -1%
> COc1ccc(-c2cn3c(n2)sc2cc(C(=O)NCCCc4ccccc4)ccc23)cc1
    0% | 12%
> CCOc1ccccc1CNC(=O)C1CCN(S(=O)(=O)c2ccc3c(ccn3C)c2)CC1
    -4% | 2%
> COC(=O)c1ccccc1NC(=O)C1=C(C)C(=O)OC12CCCCCC2
    -16%[15.4 µM] | -6%
> Cc1coc2cc3oc(=O)c(CCC(=O)NCc4ccc(Cl)cc4)c(C)c3cc12
    2% | 3%
> CCCOc1ccc(C2CC(=O)Nc3c2c(C)nn3-c2nncc(-c3cccc(OC)c3)n2)cc1OC (stereo unspecified)
    -11% | 1%
> COc1ccc(Cn2ccc3nc(C)c(C(=O)Nc4cc(OC)c(OC)c(OC)c4)cc3c2=O)cc1
    -1% | 1%
> Cc1ccc(C)c(N2CCN(C(=O)c3cccc(-n4c(C)nc5cccnc54)c3)CC2)c1
    0%[15.4 µM] | -16%
> Cc1nn(CCC(=O)N2CCN(c3ccccc3F)CC2)c(C)c1S(=O)(=O)N1CCCC1
    0% | 0%
> CC(C)Oc1ccc(CNC(=O)CCCn2c(=O)c3cccn3c3ccccc32)cc1
    1% | -16%
> COC(=O)c1cccnc1-n1c(=O)c2cccnc2n(CC(=O)Nc2cccc(C(F)(F)F)c2)c1=O
    -9% | -14%
> O=C(NCCSc1c[nH]c2ccccc12)c1ccc(Cl)cc1
    -3% | 0%
> CNC(=O)CSc1cn(CC(=O)N2CCCCCC2)c2ccccc12
    -9% | -5%
> O=C(Nc1ccc(OCc2cc(=O)n3c4c(sc3n2)CCCC4)cc1)c1ccccc1
    5% | 3%
> CN(C)CCN(Cc1ccco1)S(=O)(=O)c1cc2c(cc1Cl)NC(=O)CO2
    4%[15.4 µM] | 3%
> COc1ccc(CNC(=O)c2cc3c(=O)n(Cc4ccco4)ccc3nc2C)cc1
    -12% | ?
> CC1=C(c2ccc(F)cc2)S(=O)(=O)NC1=NCc1ccccc1F
    4% | 13%
> O=C(Nc1ccccc1)N(Cc1cccs1)c1ccc(F)cc1
    7% | 1%
> O=C(NCCn1cc(SCc2ccc(Cl)cc2)c2ccccc21)c1cccs1
    2% | 4%
> Cc1ccc(NC(=O)CSc2nc3ccc(NC(=O)c4cccs4)cc3s2)c(C)c1
    0% | 3%
> COc1ccc(NC(=O)c2oc3ccccc3c2NC(=O)Cc2coc3c(C)c(C)ccc23)cc1
    1% | -2%
> COc1cccc(CNC(=O)COCc2cc(-c3ccc4c(c3)OCO4)on2)c1
    -3% | 0%
> COc1ccc(CCNC(=O)C2COc3ccccc3C2)cc1OC (stereo unspecified)
    20% | 4%
> O=C(c1cccc(Cl)c1)N1CCN(CCc2ccccn2)CC1
    2% | 2%
> COc1cc(NC(=O)CSc2nc3nc(C)c(Cc4ccc(C)cc4)c(C)n3n2)cc(OC)c1OC
    -3%[15.4 µM] | 4%
> COc1ccc(-n2nc(C(=O)N(C)c3cc(Cl)ccc3OC)c3c4ccccc4n(C)c3c2=O)cc1
    1% | -7%

Each structure is followed by: TbPYK inhibitor | Sm TGR inh
> CS(=O)(=O)Nc1ccccc1C(=O)OCc1cc(=O)n2nc(C3CCCCC3)sc2n1
    -2% | 2%
> Cc1ccc(Cn2c(CO)cnc2SCc2cccc(F)c2)cc1
    1% | 13%
> CCOc1ccc(C2C(C(=O)Nc3ccccc3)=C(C)Nc3nc(SCc4cccc(OC)c4)nn32)cc1 (stereo unspecified)
    -5% | 4%
> CCc1ccc(NC(=O)C2CCN(c3nc(-c4ccc(OC)cc4)no3)CC2)cc1
    4% | -1%
> NC(=O)c1nn2c(C(F)(F)F)cc(-c3ccc(Br)cc3)nc2c1Cl
    2% | -10%
> CCOC(=O)c1cccc(NS(=O)(=O)c2ccc3[nH]c4c(c3c2)CCCC4)c1
    2% | 2%
> COc1ccc(-c2cc3ccc(O)c(CN4CCN(CCO)CC4)c3oc2=O)cc1OC
    -8% | -2%
> COc1ccc(C)cc1NC(=O)C(=O)NCCc1csc2nc(-c3ccccc3F)nn12
    2% | 1%
> COc1ccc(NC(=O)c2c(C)oc3ccc(O)c(CN4CCN(C)CC4)c23)cc1Cl
    5% | 4%
> Cc1cccc(NC(=O)c2ccc3c(O)c(S(=O)(=O)c4ccccc4)c(=O)[nH]c3c2)c1C
    -3% | 0%
> COCCNC(=O)c1nn(-c2ccc(C)cc2)c(=O)c2c1c1ccccc1n2C
    -2% | 1%
> COc1ccc(CNS(=O)(=O)c2ccc(-c3cc(C(F)(F)F)on3)s2)cc1OC
    3% | 11%
> CCOC(=O)N1CCc2c(sc3c2c(=O)n(Cc2ccccc2)c(=O)n3CC(=O)Nc2cccc(C)c2)C1
    5% | 0%
> COc1cccc(/C=C/c2nc(C#N)c(N(C)Cc3ccccc3)o2)c1
    -1% | 4%
> Cc1ccc(OCC(=O)OCc2cc(=O)n3nc(C4CCCCC4)sc3n2)cc1C
    1% | -6%
> CCOc1ccccc1NC(=O)c1cc(S(=O)(=O)NC2CCCC2)ccc1F
    -2% | -1%
> CCn1cc(C(=O)N2CCN(c3ccccc3F)CC2)c(=O)c2cc(S(=O)(=O)N(C)C)ccc21
    0% | 7%
> CCC(C(=O)NC1CCC(C)CC1)n1nc(C)c2sc3ccccc3c2c1=O (stereo unspecified)
    2% | -1%
> Cc1cccc(C(=O)Nc2nnc(S(=O)(=O)N3CCCc4ccccc43)s2)c1
    -7% | 1%
> Cc1cccc(N2CCN(C(=O)c3c(C)oc4ncnc(N5CCOCC5)c34)CC2)c1C
    0% | 0%
> CCOc1ccc(NC(=O)c2sc3nc4c(cc3c2N)CCCCCC4)cc1
    -6% | 10%
> CCN(C(=O)Cn1c(=O)n(Cc2ccccc2)c(=O)c2c1c1cc(OC)ccc1n2C)c1ccccc1
    0% | 0%
> Cc1sc2c(c1C)c(=O)n(Cc1ccccc1)c(=O)n2CC(=O)Nc1cccc(Cl)c1
    -2% | 4%
> Cc1ccc(Cn2c(=O)n(Cc3ccccc3Cl)c(=O)c3ccccc32)cc1
    4% | 0%
> Cc1ccc(C2CC(=O)n3nc(-c4cccc(C)c4)nc3S2)cc1 (stereo unspecified)
    -4% | 8%
> COc1ccc2[nH]cc(CCNC(=O)Nc3cccc(F)c3)c2c1
    -3% | 0%
> CCOc1ccc(NC(=O)Cn2cc(C(=O)c3ccccc3)c(=O)c3cc(OC)ccc32)cc1
    1% | 5%
> COc1ccc(N2CCN(S(=O)(=O)c3ccc(C4CCCCC4)cc3)CC2)cc1
    -1% | -9%
> COc1ccc(C2(CNC(=O)C(=O)Nc3ccc(F)cc3)CCCC2)cc1OC
    1% | -7%
> COc1ccc(CCNC(=O)c2cn(C)c3ccc(S(=O)(=O)N(C)C4CCCCC4)cc3c2=O)cc1OC
    -6% | 26%

Each structure is followed by: TbPYK inhibitor | Sm TGR inh
> Cc1oc(-c2ccccc2F)nc1CSCC(=O)NCc1ccccc1
    7% | 0%
> O=C(NCCc1ccc(Cl)cc1)c1cc2c(s1)-c1ccccc1OC2
    2% | -8%
> CN(C)CCN(Cc1ccco1)C(=O)c1oc2ccccc2c1NC(=O)c1ccccc1
    -3% | -6%
> O=C(NCc1nc2ccccc2[nH]1)c1cccc(Cl)c1
    3% | 5%
> COc1cc(NC(=O)C2CCN(S(=O)(=O)c3c(C)noc3/C=C/c3ccccc3F)CC2)cc(OC)c1OC
    -1% | 0%
> CC(C)(C)c1ccc(Cn2c(Cc3ccccc3)nc3ccccc32)cc1
    0% | 11%
> Cc1nn(CCCC(=O)NCCc2ccc(Cl)cc2)c(=O)c2c1sc1ccccc12
    2% | -15%
> COc1cccc(N2CCN(S(=O)(=O)c3ccc4c(c3)CCCN4C(C)=O)CC2)c1
    1% | -12%
> O=S1(=O)c2ccccc2N(Cc2cccc(Cl)c2)c2ccccc21
    1% | 1%
> Cc1nn(C(C)(C)C)c(OC(=O)c2c(F)cccc2F)c1Sc1ccccc1
    5% | 0%
> O=C(Cn1ncc2c3ccccc3n(Cc3ccc(F)cc3)c2c1=O)NCc1ccccn1
    0% | 0%
